# STEP block = STEP phosphatase inhibitors, primary screen, biochemical, fluorescence intensity, uHTS | Tyrosine-protein phosphatase non-receptor type 5 (Homo sapiens), P54829 | recombinant STEP, OMFP fluorogenic substrate | inhibition, % at 20 µM | actives 0.25% (n = 360,000) | AID 588621, 2011;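 active means inhibition at 20 µM, scaled per plate between control wells, above about 37%, limit read from the data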;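 further: 0% = DMSO with enzyme and substrate and 100% = substrate only without enzyme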
# Target sequence (P54829 whole entry, looked up): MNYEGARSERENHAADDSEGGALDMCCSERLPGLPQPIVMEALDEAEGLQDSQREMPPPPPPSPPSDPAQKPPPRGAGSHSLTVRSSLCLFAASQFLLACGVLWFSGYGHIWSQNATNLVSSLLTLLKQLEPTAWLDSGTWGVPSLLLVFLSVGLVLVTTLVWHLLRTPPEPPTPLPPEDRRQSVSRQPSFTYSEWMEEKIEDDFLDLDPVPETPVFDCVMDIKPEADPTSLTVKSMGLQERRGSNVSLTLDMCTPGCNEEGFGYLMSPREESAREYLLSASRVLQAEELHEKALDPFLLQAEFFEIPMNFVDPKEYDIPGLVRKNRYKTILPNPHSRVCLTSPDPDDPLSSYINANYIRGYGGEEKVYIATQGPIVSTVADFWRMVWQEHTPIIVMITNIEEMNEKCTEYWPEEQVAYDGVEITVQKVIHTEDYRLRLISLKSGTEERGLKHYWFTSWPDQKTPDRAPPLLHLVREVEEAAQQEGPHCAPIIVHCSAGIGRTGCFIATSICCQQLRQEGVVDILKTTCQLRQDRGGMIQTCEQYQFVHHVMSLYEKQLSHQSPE
#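 Also added – OMFP at 25 µM · Test system – STEP tyrosine phosphatase · Technique – FITC-channel fluorescence of OMFP product · Schedule – 20 min at room temperature, dark · Evaluation – control-normalized % inhibition with plate pattern correction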
# Neddyl block = inhibitors of cullin neddylation, primary screen, biochemical, TR-FRET, uHTS, NAE and Ubc12 | calls only at 25 µM | actives 0.58% (n = 360,000) | NEDD8-conjugating enzyme Ubc12 (Homo sapiens) + NEDD8-activating enzyme E1 regulatory … | AID 651699, 2012; in the data active means inhibition above about 36%
# Scp-1 inhibitor = Scp-1 phosphatase inhibitors, primary screen, biochemical, colorimetric, uHTS | Recombinant Scp1, phosphopeptide, malachite green phosphate absorbance | actives 0.88% (n = 340,000) | inhibition, % at 20 µM | AID 493091, 2011 | Carboxy-terminal domain RNA polymerase II polypeptide A small phosphatase 1 (Homo …;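 active means inhibition above about 50% at 20 µM, limit read from the data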;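 further: plate controls were DMSO wells with enzyme for no effect and wells lacking enzyme for full effect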
# Target sequence (Q9GZU7 76-261 limits assumed): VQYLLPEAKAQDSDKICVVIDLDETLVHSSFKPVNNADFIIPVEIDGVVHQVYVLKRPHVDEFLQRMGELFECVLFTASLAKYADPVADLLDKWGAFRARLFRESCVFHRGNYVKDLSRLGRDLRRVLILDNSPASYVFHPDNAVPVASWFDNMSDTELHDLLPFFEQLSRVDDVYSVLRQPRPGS
#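 Assay system: SCP-1 catalytic fragment, aa 76-261 | Buffer or medium: Tris acetate buffer pH 5.5 with MgCl2 and Tween-20 | Compound: One concentration, 20 µM, with 1.0% DMSO | Also added: Phospho 17-mer peptide substrate | Signal: Absorbance at 630 nm | Incubation: 45 min enzyme reaction at room temperature | Measure: % inhibition of SCP-1 phosphate liberation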
# LMPTP block = LMPTP phosphatase inhibitors, primary screen, biochemical, fluorescence intensity, uHTS; Low molecular weight phosphotyrosine protein phosphatase (Homo sapiens), P24666; recombinant LMPTP-A, OMFP fluorogenic substrate; inhibition, % at 20 µM; actives 0.22% (n = 360,000);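 active means compounds that cut the enzyme signal by at least half of the control window in the single-dose screen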;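 further: plate controls were DMSO wells with enzyme plus substrate for no effect and substrate without enzyme for full effect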
# Target sequence (P24666 whole entry, looked up): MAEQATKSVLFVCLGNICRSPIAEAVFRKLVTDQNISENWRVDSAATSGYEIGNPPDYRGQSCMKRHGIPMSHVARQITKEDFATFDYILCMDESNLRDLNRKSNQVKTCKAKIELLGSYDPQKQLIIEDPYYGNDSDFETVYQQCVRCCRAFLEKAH
#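 Test system: LMPTP-A phosphatase enzyme; input: 0.625 nM LMPTP-A final; reagent: OMFP substrate, 400 µM final; compound dosing: 20 µM single dose, 3% DMSO; incubation: 50 min dark incubation at room temperature; measured by: endpoint fluorescence intensity from OMFP dephosphorylation; measure: % inhibition relative to no-enzyme and uninhibited control wells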
# NadD block = inhibitors of S. aureus NadD, primary screen, biochemical, colorimetric, uHTS | purified NadD enzyme, colorimetric absorbance read-out | Nicotinate-nucleotide adenylyltransferase NadD (Staphylococcus aureus N315) | inhibition, % at 20 µM | actives 0.78% (n = 360,000) | AID 602399, 2012; in the data active means inhibition above about 26%; further: some compounds past the cut are filed as inactive
# DNMT1 inh = human DNMT1 methyltransferase inhibitors, primary screen, biochemical, molecular beacon, fluorescence, HinP1I cleavage, uHTS; inhibition (reported as % activation of signal), % at 10 µM; actives 0.83% (n = 360,000); AID 588458, 2011; in the data active means inhibition above about 50%
# SKN-1 inh = suppressors of acrylamide-induced Pgst-4::GFP reporter in worms, primary screen, SKN-1 inhibitor project, whole organism, uHTS, GFP/RFP fluorescence ratio, strain VP596 | C. elegans VP596 Pgst-4::GFP/RFP ratio, 24 h | inhibition, % at 21.8 µM | AID 624304, 2012 | actives 0.49% (n = 360,000);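 active means interference check ratio from 0.5 to 1.5 plus GFP to RFP signal ratio inhibition reaching or exceeding a fixed threshold, cut at about 30% in these data, passing the limit was not always enough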; further: some compounds called inactive have numbers as strong as hits
# SUMO1 PPI mod = modulators of SUMO1 protein-protein interactions, primary screen, biochemical, uHTS; AID 602429, 2012; inhibition, % at 20 µM; actives 0.33% (n = 360,000); SUMO1 binding to a labelled peptide, TR-FRET, 1 h; Small ubiquitin-related modifier 1 (Homo sapiens), P63165; in the data active means inhibition above about 37%
# Target sequence (P63165 whole entry, looked up): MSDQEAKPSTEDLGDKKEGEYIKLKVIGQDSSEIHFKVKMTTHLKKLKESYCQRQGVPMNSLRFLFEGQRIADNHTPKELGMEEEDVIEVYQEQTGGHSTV
# NRP1-CendR mod = modulators of CendR peptide binding to NRP-1, primary screen, biochemical, fluorescence polarization, uHTS; AID 602438, 2012; inhibition, % at 25 µM; Neuropilin-1 (Homo sapiens), O14786; actives 0.85% (n = 360,000); FAM-RPARPAR peptide binding to NRP-1;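 active means inhibition or corrected inhibition above about 18%, plus a signal ratio from 0.5 to 1.5, limit read from the data, passing the limit was not always enough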; further: strong numbers were not always called active
# TbMetRS inhib = T. brucei MetRS inhibitors, primary screen, biochemical, luminescence. actives 0.4% (n = 360,000). purified T. brucei MetRS, ATP depletion, Kinase-Glo luminescence. AID 624268, 2012. methionyl-tRNA synthetase (Trypanosoma brucei brucei). inhibition, % at 11.9 µM;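 active means inhibition above a per-plate cutoff of the control wells' mean inhibition plus 3 SD, cut at about 5.5% in these data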;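 further: 0% = DMSO wells median and 100% = median of wells with control inhibitor compound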
#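 Dosing: 11.9 µM single point; system: parasite MetRS enzyme; technique: luminescence of leftover ATP; times: 15 min enzyme-compound preincubation, 2 h reaction, 10 min detection, 25 °C; replicates: each compound tested once; read-out basis: percent inhibition relative to median high and low control wells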
# The depositor's hits bear a star; i = inactive; · = not tested or not shown. Hits appear at their usual frequency. Share with any hit: about 4.6%.
SMILES,STEP block,Neddyl block,Scp-1 inhibitor,LMPTP block,NadD block,DNMT1 inh,SKN-1 inh,SUMO1 PPI mod,NRP1-CendR mod,TbMetRS inhib
COc1ccccc1N1CCN(C2=NS(=O)(=O)c3ccccc32)CC1,0,i,-1,-0.4,0,2,-10,3,0,-1.2
CN(Cc1ccco1)S(=O)(=O)c1ccc(CN2C(=O)c3cccnc3C2=O)s1,-1,i,-7,-0.4,1,1,7,-18,7,-0.3
C/C(Cl)=C\Cn1c(Nc2cccc(C)c2)nc2c1c(=O)n(C)c(=O)n2C,1,i,-12,0.9,1,-2,9,4,-12,-1.1
CCOc1ccc(NC(=O)C2CCN(S(C)(=O)=O)CC2)cc1,-1,i,8,-2.1,1,1,4,3,-6,-0.9
COc1ccccc1-c1ccc2c(c1)C(C)(Cc1ccc(Cl)cc1)C(=O)N2 (stereo unspecified),-1,i,·,2.7,3,4,12,-6,2,-0.3
O=C1C(Cl)=C(N2CCOCC2)C(=O)N1c1cccc(Cl)c1,4,i,-11,-0.8,2,-1,9,-3,6,-1.5
Cc1c(-n2cc(C(=O)c3cc(Br)ccc3O)cc(C#N)c2=O)c(=O)n(-c2ccccc2)n1C,0,i,-7,1.1,6,2,-14,-3,-72,-1.1
CSc1nc2ccccc2c(=O)n1C1CCOC(C)(C)C1 (stereo unspecified),0,i,-1,-1.1,-11,3,-2,3,28*,0.1
Nc1nc(-c2ccco2)nn1C(=O)CCc1ccccc1,1,i,-3,-0.4,0,-2,1,2,-5,-0.7
CCC(C)n1[nH]c(=O)c2c(C)cc(C)nc21 (stereo unspecified),0,i,-2,0.4,-6,-1,-7,0,13,-0.3
Cc1cc(C(=O)CN2C(=O)NC3(CCCc4ccccc43)C2=O)c(C)n1Cc1ccccc1 (stereo unspecified),-1,i,-7,-1.0,10,-7,36*,0,-14,-0.8
COc1ccc(C(=O)C2CCCN(C(=O)c3c4c(nn3C)CCCC4)C2)cc1F (stereo unspecified),-5,i,-3,-0.3,9,4,-2,2,17,-1.2
CCOC(=O)c1[nH]c(C)c(/C(O)=C2\C(=O)C(=O)N(CCCN3CCOCC3)C2c2cccnc2)c1C (stereo unspecified),-1,i,-11,-2.4,3,2,5,-2,-7,-0.2
O=C(NCCSCc1ccco1)Nc1ccc(Cl)cc1,-2,i,-9,-0.7,-5,-3,-2,0,-2,6.4*
O=C(COC(=O)CSCc1ccccc1)NCc1ccccc1,-1,i,-4,-0.4,2,0,-2,1,-2,-0.6
COC(=O)C1C2CCCCC1C(=O)O2 (stereo unspecified),0,i,-8,-0.8,-4,6,13,-1,1,-0.5
C[C@H](CO)N1C[C@H](C)[C@@H](CN(C)CC2CCOCC2)Oc2cc(C#Cc3ccccc3F)ccc2S1(=O)=O,-1,i,·,0.1,-5,-14,-5,1,1,-1.6
CN1C(=O)C2(N=c3ccccc3=N2)c2ccccc21,-1,i,7,-1.6,-1,14,-23,10,4,-0.9
O=C(CSc1nnnn1-c1ccc2c(c1)OCCO2)Nc1nc2c(s1)CCCC2,4,i,-2,2.4,0,-4,-5,4,-4,-0.5
COC(=O)C[C@H]1c2cc(F)ccc2S(=O)(=O)N1C(C)C,-1,i,-3,0.2,-2,3,10,9,26*,0.2

# 5 entries already listed, sorted by number of heavy atoms, ascending:
SMILES,STEP block,Neddyl block,Scp-1 inhibitor,LMPTP block,NadD block,DNMT1 inh,SKN-1 inh,SUMO1 PPI mod,NRP1-CendR mod,TbMetRS inhib
O=C(NCCSCc1ccco1)Nc1ccc(Cl)cc1,-2,i,-9,-0.7,-5,-3,-2,0,-2,6.4*
Nc1nc(-c2ccco2)nn1C(=O)CCc1ccccc1,1,i,-3,-0.4,0,-2,1,2,-5,-0.7
O=C(COC(=O)CSCc1ccccc1)NCc1ccccc1,-1,i,-4,-0.4,2,0,-2,1,-2,-0.6
CCOC(=O)c1[nH]c(C)c(/C(O)=C2\C(=O)C(=O)N(CCCN3CCOCC3)C2c2cccnc2)c1C (stereo unspecified),-1,i,-11,-2.4,3,2,5,-2,-7,-0.2
C[C@H](CO)N1C[C@H](C)[C@@H](CN(C)CC2CCOCC2)Oc2cc(C#Cc3ccccc3F)ccc2S1(=O)=O,-1,i,·,0.1,-5,-14,-5,1,1,-1.6

# (further entries)
SMILES,STEP block,Neddyl block,Scp-1 inhibitor,LMPTP block,NadD block,DNMT1 inh,SKN-1 inh,SUMO1 PPI mod,NRP1-CendR mod,TbMetRS inhib
COc1ccc(NS(=O)(=O)c2cccc(C(=O)NCC(c3ccc(F)cc3)N3CCOCC3)c2)cc1 (stereo unspecified),-2,i,-5,0.2,-6,0,-18,0,-3,-0.1
COc1ccccc1CNC(=O)CN1C(=O)COc2ccc(S(=O)(=O)N3CCCCC3)cc21,1,i,-7,0.2,2,-1,23,-1,-2,-0.1
CC(=O)Nc1ccc(OCC(O)Cn2nc(C)nc2C)cc1 (stereo unspecified),1,i,2,1.4,-4,0,1,-3,1,0.1
COc1cccc(NS(=O)(=O)c2cc3c4c(c2)CCC(=O)N4CCC3)c1,0,i,-6,0.7,-2,-1,12,7,4,-0.3
Cc1ccc(-c2nc(NC(=O)CSc3ncn[nH]3)ns2)cc1,3,i,-11,-1.0,-5,25,-9,-10,-9,-0.4
COc1ccc(C(=O)NC(=S)N2CCN(c3ccccc3O)CC2)cc1,2,i,-6,2.7,12,-11,0,-5,8,0.2
Cc1cc(C)c2oc(C(=O)NCCc3ccc(S(N)(=O)=O)cc3)cc(=O)c2c1,-2,i,-12,-0.7,-3,9,-19,4,1,-0.6
CCOC(=O)C1CCCN(C(=O)c2cc(C#N)cs2)CC1 (stereo unspecified),0,i,·,5.5,2,7,0,-2,13,0.0
CCn1c(C)nc2cc(C(=O)N/N=C/c3ccc(OC)c(O)c3)ccc21,-2,i,-3,0.9,-2,6,9,-4,-6,0.0
COc1ccc([C@@H]2C[C@H]3[C@@H](CN2S(=O)(=O)c2ccccc2)C(=O)C[C@@H](c2cccc4ccccc24)N3S(=O)(=O)c2ccc(C)cc2)cc1,-2,i,·,-0.9,20,1,23,0,-11,0.8
COc1cc(-c2ccc3oc(-c4ccsc4)cc3c2)cc(OC)c1OC,-3,i,5,0.9,-3,-19,16,5,6,-0.2
N#Cc1c(-c2cccs2)cc(-c2cccs2)[nH]c1=O,0,i,-4,1.6,0,-3,10,-10,-9,-0.2
O=C(Cn1cnc2c(NCc3ccccc3)ncnc21)NCc1nc2ccccc2[nH]1,0,i,4,-1.2,-1,0,1,0,5,0.2
COc1cccc(C2=NOC(C(=O)Nc3cccnc3Cl)C2)c1OC (stereo unspecified),1,i,-4,-1.9,6,3,3,-2,-10,0.2
COc1ccc(NC(=O)Nc2ccc3c(c2)C(=O)N([C@H](C)CO)C[C@H](C)[C@@H](CN(C)C(=O)Nc2c(C)noc2C)O3)cc1,-1,i,2,0.0,6,3,10,0,0,-0.1
Cc1cc(Nc2cccc([N+](=O)[O-])c2)c2ccccc2n1,-3,i,-5,48,-2,-14,2,-16,2,-0.2
Cc1cn(S(=O)(=O)c2cc(Br)ccc2Br)cn1,-5,i,-2,-2.2,1,3,3,0,-8,0.2
CC(NC(=S)Nc1ccc(OC(F)F)cc1OC(F)F)C(C)(C)C (stereo unspecified),-1,i,-6,0.9,2,-2,10,-4,-3,-0.6
Cc1ccc(OCC2Cn3c(nc4c3c(=O)[nH]c(=O)n4C)O2)cc1 (stereo unspecified),0,i,-1,0.0,-2,0,20,1,2,-0.1
COc1ccc(OC)c(/C=C/C(=O)N2C(=O)c3cccc(N)c3C2=O)c1,1,·,1,1.2,-2,27,-1,-5,11,-0.7
O=C(Nc1ccc(N2CCCCC2)cc1)c1cccnc1,3,i,0,0.8,8,-2,12,3,-4,-0.1
COc1ccc2oc(C(=O)NCc3cc(OC)c(OC)cc3OC)c(C)c2c1,-1,i,-3,2.3,-2,-11,12,0,-1,-0.8
O=C(c1ccc(-n2cncn2)c([N+](=O)[O-])c1)N1CCN(S(=O)(=O)c2cccc(F)c2)CC1,-1,i,-1,-1.0,-3,3,9,-19,19,1.6
CCC(C)(C)NC(=O)C(c1cccn1C)N(C(=O)Cn1nnc2ccccc21)c1ccccc1OC (stereo unspecified),5,i,3,-1.6,3,-3,3,9,3,-0.1
CCOC(=O)c1sc(NC(=O)CCN2C(=O)C3CCCCC3C2=O)cc1C (stereo unspecified),0,i,-5,-0.9,2,-3,-7,2,2,0.1
COC(=O)c1cc(NC(=O)c2nccnc2C(=O)O)cc(C(=O)OC)c1,-3,i,12,-1.2,-3,3,7,-4,-2,-0.7
O=C(COC(=O)C1=COCCO1)Nc1ccc(Br)cc1Br,0,i,-5,-0.9,-3,0,-10,-4,-3,-0.3
Nc1nc(-c2cccnc2)nn1S(=O)(=O)c1ccccc1,-3,i,-1,-0.5,-6,1,-38,-2,11,-1.7
O=C(NCc1cccs1)C(=O)NCC(c1ccco1)N1CCN(c2ccccc2F)CC1 (stereo unspecified),1,i,-6,1.2,1,-3,5,-3,-2,2.5
O=C(O)CC/C(=N/NC(=O)c1cccs1)c1ccccc1,0,i,1,-1.3,1,1,2,-3,12,-1.9
CCOC(=O)Cn1nc(C)c(NC(=O)CCc2ccc(OC)cc2)c1C,-1,i,-5,-4.3,-4,20,0,-1,-1,-0.7
CC1(C)CC(=O)C(C2c3ccccc3S(=O)(=O)c3ccccc32)C(=O)C1,-2,i,-6,-0.5,1,1,6,-2,1,-1.2
O=C(c1cccn2c(=O)c3ccccc3nc12)N1CCN(Cc2ccc3c(c2)OCO3)CC1,1,·,-11,-0.8,-7,0,8,-10,-10,-0.8
O=C1CCN(Cc2ccc(Br)cc2)CCN1[C@H](CO)Cc1ccccc1,-4,i,-2,-0.7,-7,-1,5,3,-1,-0.1
COc1ccc(C(=O)NCCc2cn3ccc(C)cc3n2)cc1,1,i,-6,0.2,-1,2,1,-1,2,-0.4

# Screening results from PubChem.
